Compound activity deposited in PubChem BioAssay by several laboratories.
Vif imaging – HIV Vif inhibition | HEK293T cells, Vif self-association by quenched fluorescence, imaging, 24 h | inhibition, % at 7.49 µM | actives 0.35% (n = 340,000); in the data active = inhibition above about 50%, passing the limit was not always enough; inconclusive = no clear call, values can overlap the other calls; inactive = below about 31%; also: some results filed as inactive read as strong as hits
TLR9-MyD88 block – TLR9-MyD88 interaction inhibition. Q9NR96+Q99836. CHO BLA complementation TLR9-MyD88, CCF4 FRET ratio. inhibition, % at 4.98 µM. actives 0.21% (n = 340,000). AID 504734;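 active = inhibition above the mean over all tested compounds plus 3 SD, cut at about 21% in these data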;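 also: 0% = DMSO only wells and 100% = clavulanate BLA inhibitor control wells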
MC4R antag cAMP – antagonists of human melanocortin 4 receptor (MC4R). P32245. MC4R-expressing cells, MTII-stimulated cAMP, LANCE TR-FRET. inhibition, % at 6.5 µM. actives 0.48% (n = 360,000);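 active = inhibition above its plate's cutoff, the mean of tested wells on that plate plus 3 SD, cut at about 29% in these data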;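 also: 0% = Melanotan II alone and 100% = Melanotan II plus saturating MCL0020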
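Material – human MC4R-expressing U2OS cells · Repeats – no replicates · Detection – TR-FRET with Eu-cAMP and labeled anti-cAMP, 671 nm · Times – compound 30 min, challenge 1 h, detection 1 h · Compound – single nominal compound dose of 6.5 µM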
NOD2-RIPK2 inh – inhibitors of human NOD2-RIPK2 interaction; inhibition, % at 4.98 µM; CHO BLA complementation NOD2-RIPK2, CCF4 ratio; actives 0.38% (n = 360,000); AID 624267; in the data active = inhibition above about 21%;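 also: 0% = vehicle only and 100% = reference blocker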
MC4R ag barr – agonists of human melanocortin 4 receptor (MC4R) beta-arrestin. P32245. U2OS MC4R beta-arrestin complementation, luminescence; percent of melanotan II response, DMSO zero. activation, % at 8.9 µM. actives 0.98% (n = 360,000);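 active = activation above a per-plate cutoff, the mean activation of sample wells on that plate plus 3 SD, cut at about 8% in these data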
Exocytosis inh – blocks lytic granule exocytosis | TALL-104 LAMP-1 surface exposure, flow cytometry; cells stimulated with thapsigargin and PMA | inhibition, % at 10 µM | actives 0.66% (n = 360,000) | AID 651702;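 active = inhibition above about 55%, limit read from the data; inconclusive = no clear call, values can overlap the other calls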
ABCB6 inh MLPCN – blocks the human ABCB6 transporter. actives 0.19% (n = 360,000). AID 602162. Q9NP58. K562-ABCB6 porphyrin accumulation, flow cytometry, 1 h; active compounds read low. fluorescence ratio to DMSO, % at 10 µM;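 active = fluorescence ratio to DMSO below 75%, the collection mean minus 3 SD; inconclusive = too few cells collected in the well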;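 also: signal is porphyrin accumulated inside mitochondria; 100% equals median channel fluorescence of DMSO control wells; lower ratio means ABCB6 inhibition with less porphyrin fluorescence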
ABHD5 PLIN5 PPI – ABHD5-PLIN5 protein interaction inhibition; Q00G26+Q8WTS1; Split G. princeps luciferase complementation, luminescence, 4 h; inhibition, % at 4 µM; actives 0.78% (n = 360,000);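 active = inhibition above the mean inhibition across every tested compound plus 3 SD, cut at about 22% in these data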;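 also: 0% = DMSO only wells and the 100% control is not disclosed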
Target sequence (Q00G26 whole entry, looked up): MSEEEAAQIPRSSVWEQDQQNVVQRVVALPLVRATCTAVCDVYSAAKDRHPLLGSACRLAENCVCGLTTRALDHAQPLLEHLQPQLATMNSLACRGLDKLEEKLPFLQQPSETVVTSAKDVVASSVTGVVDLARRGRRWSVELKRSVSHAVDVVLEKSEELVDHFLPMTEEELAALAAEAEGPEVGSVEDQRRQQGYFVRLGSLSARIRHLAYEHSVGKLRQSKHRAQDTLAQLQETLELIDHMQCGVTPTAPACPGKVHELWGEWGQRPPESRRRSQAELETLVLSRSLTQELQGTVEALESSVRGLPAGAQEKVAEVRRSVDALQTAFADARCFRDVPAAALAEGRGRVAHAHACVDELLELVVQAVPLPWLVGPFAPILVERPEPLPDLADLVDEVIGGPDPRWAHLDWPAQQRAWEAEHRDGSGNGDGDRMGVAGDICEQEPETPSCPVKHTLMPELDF
Target sequence (Q8WTS1 whole entry, looked up): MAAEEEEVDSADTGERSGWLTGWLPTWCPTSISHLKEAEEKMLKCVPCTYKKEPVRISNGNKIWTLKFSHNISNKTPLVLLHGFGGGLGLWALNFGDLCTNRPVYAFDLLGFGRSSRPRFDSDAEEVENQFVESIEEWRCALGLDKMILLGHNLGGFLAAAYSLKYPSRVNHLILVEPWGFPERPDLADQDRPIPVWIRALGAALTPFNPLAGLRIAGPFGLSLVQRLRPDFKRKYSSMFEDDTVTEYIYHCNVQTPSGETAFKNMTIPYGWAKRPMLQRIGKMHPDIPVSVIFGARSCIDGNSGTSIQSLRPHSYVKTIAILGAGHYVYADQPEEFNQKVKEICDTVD
N-glyco inh – N-linked glycosylation inhibition | D54 ERlucT glycosylation luciferase reporter, 24 h; percent of 100 nM tunicamycin response | reporter increase, % at 12.5 µM | actives 0.23% (n = 360,000);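 active = mean luciferase reporter signal, scaled so untreated is 0 and the glycosylation-blocking control 100, at or above a set limit in every replicate; inconclusive = mean reaches the limit but not every replicate does; inactive = mean below the limit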;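 also: luciferase carries N-glycosylation sites so blocking glycosylation raises the light; 0% = median of neutral control wells and 100% = median of 100 nM tunicamycin wells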
aDG glyco act – alpha-DG glycosylation activation; Pro5-aDG cells, alpha-DG glycosylation AlphaScreen (IIH6); 0% Pro5, 100% B10-LARGE cell signal; activation, % at 10 µM; actives 0.22% (n = 360,000); AID 624168;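 active = activation of at least 8% versus controls, or a plate z-score of at least 8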;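 also: Pro5 are CHO cells carrying HIG-tagged alpha-DG that lacks glycosylation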
* = called active by the depositor. These rows are one share of the data, so the mix of outcomes need not match the whole.

`C[C@@H](CO)NC(=O)c1ccc2c3n(nc2c1)-c1ccc(Cl)cc1CO3` gave TLR9-MyD88 block 1, MC4R antag cAMP 5, NOD2-RIPK2 inh 5, MC4R ag barr -1.2, Exocytosis inh -1, ABCB6 inh MLPCN 95, ABHD5 PLIN5 PPI -7, N-glyco inh 2 and aDG glyco act -0.2.
For Cc1ccc(-c2nc3ncccn3c2Nc2ccc3c(c2)OCCO3)o1 the results were Vif imaging -14, TLR9-MyD88 block -13, MC4R antag cAMP 9, NOD2-RIPK2 inh 8, MC4R ag barr -2.7, Exocytosis inh 1, ABCB6 inh MLPCN 89, ABHD5 PLIN5 PPI 3, N-glyco inh -1 and aDG glyco act 0.2.
For Cc1ccc(/C=C2/NC(=O)[C@H](C)NC2=O)cc1 the results were Vif imaging 0, TLR9-MyD88 block 0, MC4R antag cAMP 5, NOD2-RIPK2 inh 0, MC4R ag barr -1.3, Exocytosis inh -18, ABCB6 inh MLPCN 101, ABHD5 PLIN5 PPI -1, N-glyco inh 0 and aDG glyco act 0.0.
CSc1ncc(Sc2ccccc2)c(C(=O)O)n1 was read as Vif imaging 14, TLR9-MyD88 block 1, MC4R antag cAMP 9, NOD2-RIPK2 inh -7, MC4R ag barr 0.2, Exocytosis inh 0, ABCB6 inh MLPCN 99, ABHD5 PLIN5 PPI 2, N-glyco inh -1 and aDG glyco act 0.1.
Screening CC(=O)c1c(C)[nH]c(C(=O)OCC(=O)NCCc2ccc(F)cc2)c1C returned TLR9-MyD88 block -5, MC4R antag cAMP 4, NOD2-RIPK2 inh -2, MC4R ag barr -0.1, Exocytosis inh -2, ABCB6 inh MLPCN 94, ABHD5 PLIN5 PPI 0, N-glyco inh 2 and aDG glyco act 0.2.
Screening COc1ccc(CCC(=O)Nc2ccc(N3CCOCC3)cc2)cc1 returned Vif imaging 22, TLR9-MyD88 block 12, MC4R antag cAMP 0, NOD2-RIPK2 inh 7, MC4R ag barr -2.4, Exocytosis inh 0, ABCB6 inh MLPCN 95, ABHD5 PLIN5 PPI -4, N-glyco inh -2 and aDG glyco act 0.2.
Screening Cc1ccc(CN2CCNC(=O)C2CC(=O)NCCCn2cccn2)o1 (configuration not stated) returned Vif imaging -3, TLR9-MyD88 block -16, MC4R antag cAMP 1, NOD2-RIPK2 inh -4, MC4R ag barr -2.9, Exocytosis inh 4, ABCB6 inh MLPCN 98, ABHD5 PLIN5 PPI 0, N-glyco inh 0 and aDG glyco act 0.2.
`O=C1c2ccccc2C(=O)N1C1(C(=O)NC2(C(=O)O)CCCC2)CCCC1` gave Vif imaging -20, TLR9-MyD88 block 2, MC4R antag cAMP 5, NOD2-RIPK2 inh 9, MC4R ag barr -2.3, Exocytosis inh 1, ABCB6 inh MLPCN 97, ABHD5 PLIN5 PPI -8, N-glyco inh 0 and aDG glyco act -0.1.
For Fc1ccc(OCCCCCN2CCCC2)cc1 the results were Vif imaging -2, TLR9-MyD88 block -5, MC4R antag cAMP 12, NOD2-RIPK2 inh -11, MC4R ag barr -1.1, Exocytosis inh 7, ABCB6 inh MLPCN 94, ABHD5 PLIN5 PPI -10, N-glyco inh -2 and aDG glyco act 0.1.
For O=C(CSc1nnc(C2CC2)n1-c1ccccc1)N1CCCC1 the results were Vif imaging 1, TLR9-MyD88 block 2, MC4R antag cAMP -2, NOD2-RIPK2 inh -15, MC4R ag barr -1.5, Exocytosis inh 5, ABCB6 inh MLPCN 88, ABHD5 PLIN5 PPI 0, N-glyco inh -1 and aDG glyco act 0.1.
Screening COc1ccc(C=CC(=O)c2cc(O)ccc2O)cc1 returned Vif imaging 35, TLR9-MyD88 block -3, MC4R antag cAMP 7, NOD2-RIPK2 inh -1, MC4R ag barr -0.1, Exocytosis inh -2, ABCB6 inh MLPCN 95, ABHD5 PLIN5 PPI 17, N-glyco inh 2 and aDG glyco act 0.4.
`Cc1cc(-c2n[nH]c(=S)n2/N=C/c2cccs2)n[nH]1` gave Vif imaging -1, TLR9-MyD88 block 1, MC4R antag cAMP -1, NOD2-RIPK2 inh 1, MC4R ag barr -1.9, Exocytosis inh -3, ABCB6 inh MLPCN 95, ABHD5 PLIN5 PPI -13, N-glyco inh 2 and aDG glyco act -0.3.
Screening CCOc1ccccc1NC(=O)/C=C/c1ccc(S(=O)(=O)N2CCOCC2)cc1 returned Vif imaging -4, TLR9-MyD88 block 2, MC4R antag cAMP 11, NOD2-RIPK2 inh 2, MC4R ag barr -0.5, Exocytosis inh 8, ABCB6 inh MLPCN 99, ABHD5 PLIN5 PPI 7, N-glyco inh -4 and aDG glyco act -0.3.
For N#Cc1ccccc1S(=O)(=O)N1CCN(CC(=O)Nc2ccccc2C(=O)NC2CC2)CC1 the results were Vif imaging -2, TLR9-MyD88 block -8, MC4R antag cAMP 1, NOD2-RIPK2 inh 3, MC4R ag barr -0.8, Exocytosis inh 0, ABCB6 inh MLPCN 94, ABHD5 PLIN5 PPI -20, N-glyco inh 1 and aDG glyco act 0.0.
Screening CN(C(=O)c1ccc(COc2ccccc2Br)o1)c1ccccc1 returned Vif imaging 2, TLR9-MyD88 block -1, MC4R antag cAMP 4, NOD2-RIPK2 inh -4, MC4R ag barr -1.3, Exocytosis inh 0, ABCB6 inh MLPCN 95, ABHD5 PLIN5 PPI 3, N-glyco inh 3 and aDG glyco act 0.1.
For CCN(CC)CCN1C(=O)C(=O)/C(=C(/O)c2ccc(S(=O)(=O)N3CCOCC3)cc2)C1c1ccc(C(C)C)cc1 (configuration not stated) the results were Vif imaging 12, TLR9-MyD88 block -5, MC4R antag cAMP 4, NOD2-RIPK2 inh 4, MC4R ag barr -1.3, Exocytosis inh -7, ABCB6 inh MLPCN 102, ABHD5 PLIN5 PPI -3, N-glyco inh 1 and aDG glyco act 0.0.
Screening Cc1ccc(S(=O)(=O)N2CCN(C(=O)c3sccc3-c3ccccc3)CC2)cc1 returned Vif imaging -10, TLR9-MyD88 block -2, MC4R antag cAMP 4, NOD2-RIPK2 inh -1, MC4R ag barr -1.3, Exocytosis inh -10, ABCB6 inh MLPCN 99, ABHD5 PLIN5 PPI -2, N-glyco inh -4 and aDG glyco act 0.4.
For COc1cccc(/C=C/C(=O)Nc2ccc3nc4n(c(=O)c3c2)CCCC4)c1OC the results were Vif imaging -2, TLR9-MyD88 block -3, MC4R antag cAMP -20, NOD2-RIPK2 inh 2, MC4R ag barr 0.4, Exocytosis inh 1, ABCB6 inh MLPCN 98, ABHD5 PLIN5 PPI 7, N-glyco inh -1 and aDG glyco act 0.1.
`CCOc1ccc(C(C(=O)NCCOC)N(CCOC)C(=O)CCC(=O)Nc2ccccn2)cc1` (configuration not stated) gave Vif imaging 9, TLR9-MyD88 block -12, MC4R antag cAMP 2, NOD2-RIPK2 inh 3, MC4R ag barr -0.6, Exocytosis inh -6, ABCB6 inh MLPCN 100, ABHD5 PLIN5 PPI -4, N-glyco inh 0 and aDG glyco act -0.1.
`CCOc1ccc(N(CC(=O)NN=C2CCN(C)CC2)S(C)(=O)=O)cc1` gave Vif imaging inconclusive, TLR9-MyD88 block -4, MC4R antag cAMP 1, NOD2-RIPK2 inh -4, MC4R ag barr -0.5, Exocytosis inh 1, ABCB6 inh MLPCN 93, ABHD5 PLIN5 PPI -1, N-glyco inh 0 and aDG glyco act -0.3.
COc1cc(C)c(CN2CCC(Oc3ccc(C(=O)N4CCCC4)cc3)CC2)cc1C was read as Vif imaging -2, TLR9-MyD88 block -5, MC4R antag cAMP 15, NOD2-RIPK2 inh -7, MC4R ag barr 0.9, Exocytosis inh -1, ABCB6 inh MLPCN 95, ABHD5 PLIN5 PPI 7, N-glyco inh 2 and aDG glyco act 0.8.
Cc1ccccc1OCC(=O)Nc1ccc(N2CCN(S(C)(=O)=O)CC2)cc1 was read as Vif imaging -4, TLR9-MyD88 block 9, MC4R antag cAMP 3, NOD2-RIPK2 inh 0, MC4R ag barr 4.5, Exocytosis inh 0, ABCB6 inh MLPCN 95, ABHD5 PLIN5 PPI -1, N-glyco inh -3 and aDG glyco act -0.3.
CCCCn1c(N)c(N(CC(C)C)C(=O)CC2OC(=O)c3ccccc32)c(=O)[nH]c1=O (configuration not stated) was read as Vif imaging 23, TLR9-MyD88 block 3, MC4R antag cAMP 1, NOD2-RIPK2 inh 1, MC4R ag barr 3.5, Exocytosis inh -4, ABCB6 inh MLPCN 97, ABHD5 PLIN5 PPI -3, N-glyco inh 2 and aDG glyco act -0.1.
`O=C(N=C1SC2CS(=O)(=O)CC2N1Cc1ccccc1)C1CCCO1` (configuration not stated) gave Vif imaging -9, TLR9-MyD88 block -4, MC4R antag cAMP 6, NOD2-RIPK2 inh -7, MC4R ag barr -2.2, Exocytosis inh -5, ABCB6 inh MLPCN 94, ABHD5 PLIN5 PPI -8, N-glyco inh 3 and aDG glyco act -0.3.
Screening Cc1ccc(NC(=O)COC(=O)CC2SC(N3CCCC3)=NC2=O)cc1 (configuration not stated) returned Vif imaging -6, TLR9-MyD88 block 6, MC4R antag cAMP -1, NOD2-RIPK2 inh -11, MC4R ag barr -2.2, Exocytosis inh -2, ABCB6 inh MLPCN 96, ABHD5 PLIN5 PPI 6, N-glyco inh 0 and aDG glyco act -0.1.
`O=C(NCCc1ccccc1)c1c[nH]c2c(F)cccc2c1=O` gave Vif imaging -5, TLR9-MyD88 block -8, MC4R antag cAMP 0, NOD2-RIPK2 inh 7, MC4R ag barr -1.9, Exocytosis inh -1, ABCB6 inh MLPCN 98, ABHD5 PLIN5 PPI -7, N-glyco inh 2 and aDG glyco act 0.0.
Screening Cc1cc(C)cc(C(=O)NCC(=O)OCC(=O)N(C)C2CCS(=O)(=O)C2)c1 (configuration not stated) returned Vif imaging -1, TLR9-MyD88 block 6, MC4R antag cAMP -2, NOD2-RIPK2 inh -2, MC4R ag barr 0.3, Exocytosis inh 0, ABCB6 inh MLPCN 90, ABHD5 PLIN5 PPI 1, N-glyco inh 3 and aDG glyco act 0.0.

Sorted by SMILES length (lowest first): some entries from above
For O=C(CSc1nnc(C2CC2)n1-c1ccccc1)N1CCCC1 the results were Vif imaging 1, TLR9-MyD88 block 2, MC4R antag cAMP -2, NOD2-RIPK2 inh -15, MC4R ag barr -1.5, Exocytosis inh 5, ABCB6 inh MLPCN 88, ABHD5 PLIN5 PPI 0, N-glyco inh -1 and aDG glyco act 0.1.
Screening COc1ccc(CCC(=O)Nc2ccc(N3CCOCC3)cc2)cc1 returned Vif imaging 22, TLR9-MyD88 block 12, MC4R antag cAMP 0, NOD2-RIPK2 inh 7, MC4R ag barr -2.4, Exocytosis inh 0, ABCB6 inh MLPCN 95, ABHD5 PLIN5 PPI -4, N-glyco inh -2 and aDG glyco act 0.2.
For COc1cccc(/C=C/C(=O)Nc2ccc3nc4n(c(=O)c3c2)CCCC4)c1OC the results were Vif imaging -2, TLR9-MyD88 block -3, MC4R antag cAMP -20, NOD2-RIPK2 inh 2, MC4R ag barr 0.4, Exocytosis inh 1, ABCB6 inh MLPCN 98, ABHD5 PLIN5 PPI 7, N-glyco inh -1 and aDG glyco act 0.1.
